MITF act – activators of MITF-driven TRPM1 promoter reporter, primary screen, cell-based, SK-MEL-5, luciferase, single point. SK-MEL-5 TRPM1-promoter luciferase, 24 h; % of positive control, neutral wells = 0. activation, % at 12.5 µM. hit rate 0.75% among 300,000;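 active means mean activation of at least 80% with every replicate also reaching 80%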;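 further: 0% = neutral control wells and 100% = parthenolide positive control wells; values of inactives mirror those of a sister screen read the other way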
Ecoli viability – E. coli V3065 growth inhibition, primary screen, counter-screen for AddAB inhibitor project, absorbance, OD600; 18 h; inhibition, % at 11.9 µM; hit rate 0.27% among 330,000;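 active means inhibition above the campaign's mean inhibition across all tested compounds plus 3 SD, cut at about 9.9% in these data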;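 further: uninfected addAB+ strain grown without phage in ampicillin broth; 0% = DMSO wells and 100% = ciprofloxacin 0.95 µg/ml wells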
Tat transport – E. coli Tat export inhibitors, primary screen, MC4100, TorA-mCherry reporter, fluorescence, single point. inhibition, % at 10 µM. hit rate 0.036% among 340,000;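 active means mean replicate inhibition at least 50% and at least half of replicates individually reaching 50%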;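 further: exported cargo escapes ClpAP degradation while cytoplasmic cargo is degraded and loses fluorescence; 0% = median of neutral control wells and 100% = median of NaSCN control wells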
AddAB inh – growth inhibition of E. coli expressing H. pylori AddAB, primary screen, AddAB inhibitor project, absorbance; inhibition, % at 11.9 µM; hit rate 0.29% among 330,000; in the data active means inhibition above about 12%;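 further: 0% = vehicle wells of infected cells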
CAL PDZ FP-1 – CAL PDZ peptide-binding inhibitors, primary screen, biochemical, fluorescence polarization, Cer-tagged CAL PDZ, HTS; inhibition, % at 20 µM; hit rate 0.02% among 330,000; Golgi-associated PDZ and coiled-coil motif-containing protein (Homo sapiens), Q9HD26; purified CAL PDZ, TMR-peptide fluorescence polarization, 1 h; AID 504414, 2011;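 active means highest replicate inhibition of at least 40%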;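 further: plate controls were DMSO neutral control wells for no effect and unlabeled competitor peptide control wells for full effect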
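Material: tagged CAL PDZ protein CerCALP, purified; buffer or medium: sodium phosphate/NaCl buffer pH 7.4 with TCEP, IgG, Thesit; also added: fluorescent TMR peptide probe; schedule: 1 h incubation at room temperature before polarization reading; technique: fluorescence polarization from S- and P-plane intensities, G-factor corrected; control set: unlabelled peptide and DMSO controls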
Wnt act – Wnt/beta-catenin pathway activators, primary screen, cell-based, plate reader, single point; Wnt/beta-catenin reporter cell assay, activator; activation, % at 9.35 µM; hit rate 1.2% among 300,000; AID 743398, 2014; in the data active means activation above about 30%, passing the limit was not always enough;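 further: 0% = neutral control wells and 100% = positive control wells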
SR-BI HDL uptake – inhibitors of SR-BI mediated HDL lipid uptake, primary screen, ldlA[mSR-BI] cells, fluorescence, single point; Scavenger receptor class B member 1 (Mus musculus), Q61009; ldlA[mSR-BI] CHO cells, DiI-HDL uptake fluorescence, 3 h; AID 488896, 2010; hit rate 0.96% among 320,000; inhibition, % at 12.5 µM;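 active means mean replicate inhibition of at least 70% and a set share of replicates each scoring 70 or more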;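 further: 0% = median of neutral control wells and 100% = median of positive control wells; values of inactives mirror those of a sister screen read the other way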
Target sequence (Q61009 whole entry, looked up): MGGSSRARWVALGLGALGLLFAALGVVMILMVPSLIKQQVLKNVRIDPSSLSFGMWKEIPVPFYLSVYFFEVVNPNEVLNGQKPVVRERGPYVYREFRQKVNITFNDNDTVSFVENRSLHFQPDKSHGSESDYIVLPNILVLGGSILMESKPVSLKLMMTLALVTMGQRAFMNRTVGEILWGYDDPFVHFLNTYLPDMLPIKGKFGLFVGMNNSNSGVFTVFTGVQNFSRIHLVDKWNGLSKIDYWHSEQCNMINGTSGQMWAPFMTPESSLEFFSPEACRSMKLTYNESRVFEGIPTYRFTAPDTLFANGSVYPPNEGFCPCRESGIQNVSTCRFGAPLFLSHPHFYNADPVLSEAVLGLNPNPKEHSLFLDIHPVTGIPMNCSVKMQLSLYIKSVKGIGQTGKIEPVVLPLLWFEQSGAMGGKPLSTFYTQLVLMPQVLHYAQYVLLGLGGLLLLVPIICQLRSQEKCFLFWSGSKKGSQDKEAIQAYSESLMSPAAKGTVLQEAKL
phage Ecoli inh – growth loss of phage-infected E. coli, primary screen, RecBCD inhibitor project, absorbance, with phage, HTS; inhibition, % at 11.9 µM; hit rate 0.26% among 360,000; in the data active means inhibition above about 11%
SR-BI uptake up – activators of SR-BI mediated DiI-HDL uptake, primary screen, ldlA[mSR-BI] CHO cells, DiI fluorescence | 3 h; 100 = double the neutral-control signal | activation, % at 12.5 µM | hit rate 0.096% among 320,000 | AID 504775, 2011;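 active means mean replicate activation of at least 60% and every replicate at or above 60%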;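 further: 0% = median plate neutral-control signal and 100% = twice that signal; values of inactives mirror those of a sister screen read the other way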
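Test system: SR-BI-overexpressing, LDLR-lacking CHO cells; Medium: Ham's F12 with 0.5% BSA, HEPES 25 mM, pH 7.4; Schedule: 3 h, 37 °C; Technique: bottom-read fluorescence, 550/595 nm.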
CAL PDZ FP-2 – untagged CAL PDZ binding inhibitors, primary screen, biochemical, fluorescence polarization, HTS; Golgi-associated PDZ and coiled-coil motif-containing protein (Homo sapiens), Q9HD26; purified CAL PDZ, TMR-peptide fluorescence polarization, 1 h; inhibition, % at 24.9 µM; hit rate 0.92% among 300,000; AID 602252, 2012;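 active means mean inhibition of at least 30% with at least half of replicates also reaching 30%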;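 further: 0% = DMSO neutral control and 100% = excess unlabeled competitor peptide PRC23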
Numbers without * were called inactive; . = not tested or not shown.

SMILES | MITF act | Ecoli viability | Tat transport | AddAB inh | CAL PDZ FP-1 | Wnt act | SR-BI HDL uptake | phage Ecoli inh | SR-BI uptake up | CAL PDZ FP-2
O=C(Nc1cccnc1)c1ccc(COc2cc(Cl)ccc2Cl)o1 | 7 | -0.3 | 7 | 4.0 | -1.7 | . | -10 | -0.5 | 10 | -4
CCOc1ccc(C2C(C(=O)c3ccco3)=C(O)C(=O)N2CCCn2ccnc2)cc1OC (centres undefined) | -3 | 1.0 | -14 | 2.1 | -0.9 | 1 | -14 | -1.2 | 14 | -5
O=C(O)c1ccc(OCCCCCCOC2CCCCO2)cc1 (centres undefined) | -5 | 0.7 | 1 | -1.6 | -1.0 | 2 | 2 | 3.0 | -2 | -3
CSc1cccc(NC(C)C(=O)NCc2ccccc2)c1 (centres undefined) | -16 | -1.1 | 3 | 4.5 | 0.0 | 0 | -1 | 1.3 | 1 | -2
CC(C)(C)C(=O)Nc1ccc(C(=O)Nc2cc(NC(=O)c3ccc(NC(=O)C(C)(C)C)cc3)cc(C(=O)O)c2)cc1 | 23 | 0.5 | -11 | 3.3 | -7.3 | 2 | 1 | 2.4 | -1 | -7
CCOC(=O)c1cc(C(C)=O)c(=O)n(C)c1N | . | 0.4 | 0 | 2.6 | -0.2 | -2 | 11 | 4.0 | -11 | -2
CCC1CCCCN1C(=O)COC(=O)CN(C)S(=O)(=O)c1ccc(NC(C)=O)cc1 (centres undefined) | 6 | 2.5 | 15 | 0.3 | -0.5 | -2 | -26 | 4.0 | 26 | -6
CCN(CC)CC#CC(OC)(c1ccccc1)c1ccccc1 | 12 | 1.6 | 0 | 0.3 | 0.0 | -3 | -5 | 2.4 | 5 | 1
Oc1ccc(-c2csc(Nc3ncccn3)n2)cc1 | 95* | 3.5 | -7 | 1.7 | -1.0 | -2 | 11 | 3.2 | -11 | 0
O=C(Nc1cc(Cl)cc(Cl)c1)C(NCCO)c1ccccc1 (centres undefined) | -2 | -2.2 | -6 | 2.3 | -1.3 | . | -25 | -3.5 | 25 | .
CCOc1ccc(S(=O)(=O)NC2CCCC2)cc1 | 4 | 2.8 | -1 | 0.9 | -2.6 | -1 | -7 | 0.7 | 7 | 24
Cc1nc2ccc(S(=O)(=O)NCC(=O)NCc3ccc(Cl)cc3)cc2s1 | -5 | -1.2 | 1 | 2.7 | -3.0 | 0 | -12 | 0.0 | 12 | -1
Cc1cc(C)cc(NC(=O)Nc2ccc(N3CCCCC3)cc2)c1 | . | 0.4 | -1 | 1.8 | 0.8 | 39* | 23 | 0.2 | -23 | .
COc1ccc([N+](=O)[O-])cc1C(=O)NC1CCN(Cc2ccccc2)CC1 | . | -0.4 | . | 0.0 | . | -2 | . | 4.4 | . | .
COc1ccc(/C=C/C(=O)NCC(=O)N/N=C/c2cccnc2)cc1 | -3 | -1.4 | 10 | 0.9 | -1.4 | 0 | -9 | 1.4 | 9 | 1
O=S1(=O)CCOC[C@H](CC2CCCCC2)N1Cc1ccccc1F | 2 | -0.2 | 6 | 0.2 | -0.7 | -2 | 2 | 0.0 | -2 | 0
COc1ccc(CCN2CC(C(=O)NCC(c3ccccc3)N(C)C)CC2=O)cc1OC (centres undefined) | 2 | -1.2 | 2 | -1.3 | 0.4 | 1 | -9 | 2.1 | 9 | -4
Cc1ccc(-n2c3c(cc(C(=O)NC4CCSC4=O)c2=O)C(=O)CC(C)(C)C3)cc1 (centres undefined) | -5 | 1.8 | 3 | 1.1 | -2.5 | -3 | 16 | 1.8 | -16 | -1
CCOc1ccc(/C=C2\SC(=S)N(NS(=O)(=O)c3ccccc3)C2=O)cc1OC | 3 | -2.3 | 3 | 2.9 | -6.5 | -1 | . | -2.5 | . | -5
CCOc1ccccc1NS(=O)(=O)c1ccc(-n2cccn2)cc1 | 7 | 2.8 | -4 | 0.9 | -2.5 | 1 | 6 | 0.8 | -6 | -6
Cc1cc(C)n(C(C)CNC(=O)c2ccc3c(c2)OCO3)n1 (centres undefined) | -3 | -3.2 | -1 | 0.9 | -2.6 | -2 | . | 0.9 | . | -6
CCCCCC1CCC(C(=O)N2CCOCC2)CC1 (centres undefined) | 4 | 1.2 | 2 | -0.2 | -0.6 | 2 | -1 | 1.2 | 1 | .
Cc1ccn2c(=O)c(NC(=O)c3cccs3)c(C)nc2c1 | -4 | 3.8 | 3 | 1.5 | -2.9 | 1 | -12 | 1.5 | 12 | -3
COC(=O)c1sc(N)c(C(=O)OC)c1COC(=O)c1c(C)noc1C | -4 | -0.3 | 1 | 1.5 | -1.3 | -21 | 27 | 0.3 | -27 | .
O=C(NCCOc1ccc(F)cc1)C1CCN(S(=O)(=O)c2ccccc2)CC1 | -3 | -3.4 | -2 | -0.2 | -1.1 | 0 | 26 | 0.9 | -26 | 0
Cc1cc(C(=O)N2CCN(c3ncccn3)CC2)sc1-c1ccccc1 | 5 | -0.9 | 10 | 2.8 | -4.6 | . | -8 | 1.6 | 8 | .
Cc1ccc(C(=O)CSc2nnc(COc3ccc(C#N)cc3)n2-c2ccccc2)cc1 | -3 | -2.4 | -2 | -0.8 | -1.5 | -3 | 21 | 2.8 | -21 | -6
Nn1cc(-c2ccccc2)nc1SCC(=O)Nc1cccc(S(N)(=O)=O)c1 | 5 | -1.6 | -9 | -2.7 | -0.5 | -2 | 14 | 2.1 | -14 | -3
CCCC(=O)c1ccc(N2CCC(C)CC2)c(F)c1 | 69 | -0.2 | 0 | 3.0 | 0.1 | 52* | -15 | 3.5 | 15 | -3
CCc1ccccc1NC(=O)COc1ccc(N2CC(C(N)=O)CC2=O)cc1 (centres undefined) | 7 | -0.6 | 4 | 3.6 | -0.4 | -1 | -10 | 2.1 | 10 | -2
O=C1COc2ccc(S(=O)(=O)NCc3ccccc3)cc2N1 | -12 | 0.4 | -2 | 1.5 | 0.6 | -2 | -14 | 1.5 | 14 | -1
CCOC(=O)C1(Cc2ccccc2)CCCN(Cc2cnn(CC)c2)C1 (centres undefined) | . | 1.8 | 1 | -0.3 | 0.7 | 0 | -11 | 1.9 | 11 | .
CSc1ccccc1NC(=O)COC(=O)c1ccc(O)cc1 | 2 | -0.9 | 7 | 1.7 | -0.7 | 9 | -4 | 0.1 | 4 | .
CC(=O)c1cc2c(cc1NC(=O)C1CC=CCC1C(=O)O)OCO2 (centres undefined) | . | -0.2 | 4 | -0.7 | -1.6 | -2 | -9 | 0.8 | 9 | -3
CC1CCN(c2nc3c(c(=O)n(C)c(=O)n3C)n2CCSc2nc3ccccc3s2)CC1 | . | 0.7 | 1 | 2.1 | 21 | . | -4 | 1.2 | 4 | -3
COC(=O)c1ccc(C)c(NC(=O)CCSc2ccccc2)c1 | 2 | 0.7 | -2 | 1.8 | -2.7 | . | 9 | 2.8 | -9 | -1
Cc1ccc(S(=O)(=O)N2CCC3(CC2)OCCN3S(=O)(=O)c2cccs2)cc1 | -3 | -0.3 | 10 | -0.2 | -1.1 | -2 | -22 | 3.1 | 22 | .
CCOc1c2ccc(C(=O)NCCc3ccc(C)cc3)cc2nn1CC | 9 | 3.0 | 4 | 2.7 | -0.8 | 0 | -9 | 2.0 | 9 | -1
Cc1ccc(C)c(C(=O)CN2Cc3ccccc3C2=O)c1 | 41 | 0.0 | 0 | 2.3 | 0.1 | 12 | 14 | 5.3 | -14 | -7
Cc1cc2ncn(CCOc3ccccc3C#N)c2cc1C | 14 | 0.9 | 0 | 1.9 | -2.1 | . | 5 | 0.1 | -5 | -3
COc1ccc(S(=O)(=O)NC2CCCCC2)cc1C | -4 | -2.5 | 7 | 1.1 | -1.6 | -1 | 1 | . | -1 | 0
CC(C)(C)CC(=O)N[C@@H](Cc1ccccc1)c1nc2ccccc2[nH]1 | 1 | -1.8 | -1 | 1.4 | -0.8 | . | . | . | . | .
CCn1c(C)nc([N+](=O)[O-])c1C(=O)O | -13 | -0.6 | -3 | 0.9 | -0.7 | 2 | -6 | 1.9 | 6 | -2
CCC(=O)N(C)CCc1cc2c(c(OC)c1/C=N/NS(=O)(=O)c1ccc(C)cc1)OCO2 | -1 | 0.5 | -5 | 0.2 | -1.0 | -1 | . | -0.8 | . | 5
COc1ccc(NCc2ccsc2)cc1 | 40 | -0.3 | -6 | -0.8 | -0.4 | 9 | -2 | -0.8 | 2 | -5
CC1CCc2c(sc(NC(=O)CSc3ncnc4c3cnn4-c3ccccc3Cl)c2C#N)C1 (centres undefined) | . | 1.6 | -10 | 2.2 | . | 13 | 53 | 0.1 | -53 | -5
CN(C)S(=O)(=O)c1cccc(NC(=O)c2cc3c(=O)n4ccccc4nc3s2)c1 | 9 | 0.6 | 18 | 4.0 | -2.6 | . | 46 | 6.4 | -46 | -3
Cc1cccc(NC(=O)c2ccc([N+](=O)[O-])o2)c1 | -52 | 27* | -1 | 38* | 1.3 | -3 | 0 | 14* | 0 | -4
CC(=O)N1c2ccc(S(=O)(=O)NCCC(=O)Nc3ccc(C)cn3)cc2CC1C (centres undefined) | -5 | -3.0 | 0 | 2.0 | -0.8 | 0 | -9 | -1.4 | 9 | .
COc1ccc(CCNC(=O)CN(C)S(=O)(=O)c2ccc(Br)s2)cc1OC | 7 | -0.8 | 7 | -1.1 | 0.4 | -7 | 18 | 2.0 | -18 | -2
CCOc1ccc2nc(SC3CC(=O)N(c4ccc(OC)cc4OC)C3=O)sc2c1 (centres undefined) | 13 | 0.3 | 0 | -0.7 | -3.4 | . | 7 | 1.9 | -7 | -5
COC(=O)c1cc(NC(=O)Cc2coc3cc(OC)ccc23)cc(C(=O)OC)c1 | -4 | 0.9 | -9 | 1.1 | -1.9 | -5 | 28 | 1.8 | -28 | -3
CC(C)(C)OC(=O)N1CCC(C(=O)O)CC1 | 12 | -1.5 | -3 | -1.8 | -2.5 | -4 | -37 | 2.2 | 37 | 2

Part of the list above in order of SMILES length, smallest number first:
SMILES | MITF act | Ecoli viability | Tat transport | AddAB inh | CAL PDZ FP-1 | Wnt act | SR-BI HDL uptake | phage Ecoli inh | SR-BI uptake up | CAL PDZ FP-2
CCOc1ccc2nc(SC3CC(=O)N(c4ccc(OC)cc4OC)C3=O)sc2c1 (centres undefined) | 13 | 0.3 | 0 | -0.7 | -3.4 | . | 7 | 1.9 | -7 | -5
COC(=O)c1cc(NC(=O)Cc2coc3cc(OC)ccc23)cc(C(=O)OC)c1 | -4 | 0.9 | -9 | 1.1 | -1.9 | -5 | 28 | 1.8 | -28 | -3
CC(=O)N1c2ccc(S(=O)(=O)NCCC(=O)Nc3ccc(C)cn3)cc2CC1C (centres undefined) | -5 | -3.0 | 0 | 2.0 | -0.8 | 0 | -9 | -1.4 | 9 | .

Screening results: PubChem BioAssay, several laboratories

Random draw from the library (roughly 3.6% active in at least one column).
